# GLP-1R inv ag = GLP-1 receptor (human) inverse agonism; P43220; HEK293 GLP-1R CRE-luciferase, luminescence, 24 h; GLP-1R form is constitutively active; Potency, µM (titrated, usually from 38.3 µM), inactives show top-dose activity change, negative = inhibition, hits mostly inhibitors; 1.6% of 410,000 active; note: potency is the fitted concentration of half-maximal effect; % is set by controls: 0 for no effect and ±100 for the full control effect; nearly all actives have a fitted effect of over 55% in size
# Target sequence (P43220 whole entry, looked up): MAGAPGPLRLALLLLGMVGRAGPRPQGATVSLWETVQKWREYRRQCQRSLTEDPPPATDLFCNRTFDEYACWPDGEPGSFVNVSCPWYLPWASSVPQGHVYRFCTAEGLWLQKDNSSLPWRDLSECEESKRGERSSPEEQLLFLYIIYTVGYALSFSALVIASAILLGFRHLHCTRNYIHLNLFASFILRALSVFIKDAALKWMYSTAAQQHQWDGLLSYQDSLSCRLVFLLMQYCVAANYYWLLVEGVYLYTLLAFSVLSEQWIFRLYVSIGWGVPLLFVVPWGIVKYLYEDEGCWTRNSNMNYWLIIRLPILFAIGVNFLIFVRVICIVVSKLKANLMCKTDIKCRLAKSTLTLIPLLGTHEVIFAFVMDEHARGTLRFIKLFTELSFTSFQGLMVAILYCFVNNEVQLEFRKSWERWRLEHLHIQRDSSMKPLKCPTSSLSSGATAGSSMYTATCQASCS
#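 HEK293 cells stably co-expressing a cAMP-responsive luciferase reporter and constitutively active GLP-1R were seeded, incubated 12 h, then exposed to compounds for 24 h at 37 C. Luminescence was read 12 min after detection reagent; inverse agonists lower signal.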
# Abeta rescue = compounds reversing amyloid beta toxicity in yeast | yeast expressing A-beta42, growth rescue, OD600, 48 h; response scale: 0% DMSO, 100% iron-clioquinol control | Potency, µM (doses to about 46.1 µM), without a hit: top-dose growth rescue, most hits filed as activators | 0.063% of 410,000 active; note: potency is the fitted concentration of half-maximal effect; nearly all actives have a fitted effect of over 55% in size
#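 Yeast A-beta toxicity model in growth medium with pinned compounds, 48 h at 30 C; growth read as absorbance at 600 nm. Normalized to FeCl3/clioquinol equimolar mix (positive) and DMSO (negative).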
# TDP-43 yeast inh = rescues yeast growth from TDP-43 toxicity; 1.8% of 410,000 active; Potency, µM (top dose mostly 46.1 µM), for the others: top-dose growth rescue (activation), hits mostly activators; AID 652104; TDP-43 expressing yeast growth rescue, BacTiter-Glo, 24 h; note: potency is the fitted concentration of half-maximal effect; % of control where 0% means no effect; nearly all actives have a fitted effect of over 50% in size
#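 Luminescence from BacTiter-Glo reports growth of TDP-43-expressing yeast after 24 hr at 30 deg C with compound. Cells were raffinose-pregrown to mid-log, then seeded in galactose medium at OD600=0.02.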
# PTHR1 agonist = agonists of human PTHR1 parathyroid hormone receptor; Q03431; HEK293 GP2 PTHR1 cells, GloSensor cAMP luminescence, 1 h; Potency, µM (series often up to 115 µM), without a hit: at the highest dose activation, actives largely listed as activators; 0.075% of 410,000 active; AID 743266; note: potency is the fitted concentration of half-maximal effect; nearly all actives have a fitted effect of over 55% in size; some results filed as inactive show a strong effect at the top dose; inactives centre near -15; many of its hits are not listed in these tables
# Target sequence (Q03431 whole entry, looked up): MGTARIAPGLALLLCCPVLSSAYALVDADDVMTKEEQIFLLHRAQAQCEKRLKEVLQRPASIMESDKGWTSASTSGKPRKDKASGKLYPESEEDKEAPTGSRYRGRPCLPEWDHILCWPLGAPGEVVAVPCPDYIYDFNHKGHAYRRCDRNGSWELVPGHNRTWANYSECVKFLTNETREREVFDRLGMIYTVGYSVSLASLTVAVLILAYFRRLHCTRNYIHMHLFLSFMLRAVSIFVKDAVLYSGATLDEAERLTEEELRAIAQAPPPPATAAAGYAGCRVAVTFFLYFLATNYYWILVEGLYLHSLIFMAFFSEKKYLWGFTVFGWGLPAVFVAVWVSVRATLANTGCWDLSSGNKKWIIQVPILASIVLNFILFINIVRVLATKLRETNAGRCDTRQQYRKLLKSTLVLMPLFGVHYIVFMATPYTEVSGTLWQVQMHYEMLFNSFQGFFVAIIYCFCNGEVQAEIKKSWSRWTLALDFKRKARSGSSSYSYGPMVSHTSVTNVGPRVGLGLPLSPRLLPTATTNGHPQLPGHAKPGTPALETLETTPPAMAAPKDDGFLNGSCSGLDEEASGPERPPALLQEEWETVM
#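 HEK-293-derived GP2 cells expressing PTHR1 and a GloSensor cAMP reporter, 3,000/well, plated overnight, given luciferin plus IBMX (each 0.5 mM as added) for 1 h at 37 °C, then compound for 1 h at 37 °C. Luminescence was read after 15 min at room temperature.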
# Akt phos inh = Akt phosphorylation inhibition; 0.32% of 360,000 active; Neuro2A IGF-stimulated pAkt S473 HTRF, 20 min; active compounds read low; AID 651550; activity change, % for hits at 50 µM; in the data active = activity change below about -80%; inconclusive = mostly about -51% to -80%; note: % is set by controls: 0 for no effect and ±100 for the full control effect
#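 Single-point screen (50 µM final compound) in Neuro2A cells stimulated 20 min with 6 nM IGF at 37 deg C. After lysis, Ser473-phosphorylated Akt read by HTRF (ex 330 nm, em 615/665 nm) as the 665/615 ratio.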
# HEK293 tox = cytotoxicity in counter-screen for GLP-1R inverse agonists. 0.13% of 410,000 active. HEK293 cAMP-luciferase reporter cells, luminescence, 24 h. AID 624418. Potency, µM (highest dose often 38.3 µM), for the others: at the highest dose activity change, negative = inhibition, most hits filed as inhibitors;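 note: loss of luciferase light is scored as toxicity; potency is the fitted concentration of half-maximal effect; % is set by controls: 0 for no effect and ±100 for the full control effect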
#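 1536-well qHTS counterscreen of the MLSMR; 200 cells/uL, 12 h pre-incubation, 23 nL cpd, 24 h at 37 deg C 5% CO2, luciferase detection reagent, 12 min RT, luminescence. Inhibition = undesired.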
# aSyn yeast inh = rescues yeast growth from alpha-synuclein toxicity. 0.14% of 370,000 active. Yeast expressing alpha-synuclein, growth rescue, BacTiter-Glo, 24 h. Potency, µM (top dose mostly 46.1 µM), for inactives: at the highest dose growth rescue (activation), actives largely listed as activators; note: potency is the fitted concentration of half-maximal effect; % of control where 0% means no effect; nearly all actives have a fitted effect of over 65% in size
#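 Readout is rescue of growth in alpha-synuclein-expressing yeast, so inhibitors of toxicity appear as activators. Growth after 24 hr at 30 deg C in galactose medium is quantified by luminescence.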
# MmCpn inh = inhibitors of Methanococcus maripaludis chaperonin (MmCpn); AID 504842; purified Mm-Cpn ATPase, ADP Transcreener TR-FRET; Potency, µM (titrated, usually from 76.9 µM), for inactives: at the top dose activity, negative = inhibition, hits mostly inhibitors; 0.031% of 330,000 active; note: potency is the fitted concentration of half-maximal effect; % is set by controls: 0 for no effect and ±100 for the full control effect; nearly all actives have a fitted effect of over 80% in size
#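 Quantitative HTS used 25 nM Mm-CPN and 10 uM ATP in magnesium/KCl Tris buffer, pH 7.4, with 1 mM DTT. Hydrolysis ran 30 min at 37°C; ADP was read by HTRF.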
# FUS yeast rescue = rescues growth of FUS-expressing yeast; S. cerevisiae FUS-expressing, growth rescue, OD600, 24 h; Potency, µM (highest dose often 76.6 µM), for the others: at the highest dose growth rescue (activation), most hits filed as activators; 0.24% of 390,000 active;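 note: potency is the fitted concentration of half-maximal effect; plate controls were DMSO vehicle for no effect and reference control for full effect; nearly all actives have a fitted effect of over 55% in size; some results filed as inactive show a strong effect at the top dose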
#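 Absorbance at 600 nm, taken 24hr after compound addition, measured rescue of FUS-yeast growth at 30C. Induction used 2% galactose with seeding at OD 0.005. Controls: CP55940 from 92uM final, DMSO only.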
# * hit, by the source's call; i = inactive; ? = inconclusive; nt = not tested or not shown; & = joins results of further samples; [ ] = another dose, or the depositor's remark. Unless noted, calls come from the whole dose curve; as a rule, active = well fitted curve in the direction sought with a large enough effect; inconclusive = small, poorly fitted or top-dose-only effect, or another doubt; inactive = no such curve, though single readings can be large; an effect the other way counts as inactive or inconclusive. Some of the compounds tested (hit frequency here may not be typical).
SMILES,GLP-1R inv ag,Abeta rescue,TDP-43 yeast inh,PTHR1 agonist,Akt phos inh,HEK293 tox,aSyn yeast inh,MmCpn inh,FUS yeast rescue
Cc1cccc(Cn2c(SCc3ccc(C(=O)NCc4cccs4)cc3)nc3cccnc32)c1,?,-4.5%,10.1%,i,nt,-27.3%,nt,nt,28.1%
COc1cccc(NC(=O)Nc2ccccc2Br)c1,?,0.8%,-10.1%[0.397 µM],-22.5%,i,-5.7%,-3.3%,2.4%,-7.3%
COc1ccc(S(=O)(=O)NC(=O)C2(C)CCN2C(=O)C2(c3ccc(Cl)cc3)CCC2)cc1 (stereo unspecified),-11.5%,11.0%,17.7%,i,i,2.3%,-28.4%,nt,39.1%
COc1cccc(CNCCSc2nnnn2C)c1OCc1ccc(Cl)cc1Cl,?,-7.6%,-16.2%,-9.6%,nt,-14.4%,nt,nt,-4.5%
CN1OC(COC(=O)c2ccccc2)CC1c1ccccc1 (stereo unspecified),-2.8%,-7.0%,-21.7%,-24.6%,i,5.4%,0.0%,-1.6%,23.2%
CCCCn1c(=O)c2oc3ccccc3c2n(Cc2ccc(OC)cc2)c1=O,-5.8%,-15.8%,0.0%,1.8%,nt,1.0%,nt,nt,-7.4%
O=C(c1cc2cc([N+](=O)[O-])ccc2oc1=O)N1CCN(c2ncccn2)CC1,0.0%,1.6%,-15.0%,6.3%,i,2.8%,2.6%,1.8%,14.8%
COC(=O)C(C)n1cnc2c(nnn2-c2ccc(F)cc2)c1=O (stereo unspecified),2.5%,2.2%,4.1%,i,i,-0.2%,0.0%,1.7%,-21.4%
CC(C)c1ccc(Nc2ncccc2C(=O)O)cc1,?,-6.0%,6.7%,-59.3%[inhibitor],i,2.1%,-11.5%,-2.6%,6.8%
Nc1ccc(CCCC(=O)NCc2cccnc2)cc1,1.9%,-4.3%,12.3%,-26.5%,i,5.1%,3.0%,nt,-6.1%
C[C@H]1C=C(C(=O)N2CCN(Cc3ccc4c(c3)OCO4)CC2)O[C@@H](OCc2ccc(CO)cc2)C1,8.9%,5.5%,8.2%,-7.3%,i,1.2%,-0.1%,nt,-11.3%
CCc1ccc(CN2CCC(Oc3ccc(C(=O)NCc4ccccn4)cc3)CC2)o1,?,-5.6%,10.3%,i,i,-11.1%,2.5%,-1.6%,13.2%
CCOc1ccc(NC(=O)C2CCCN(c3cnccn3)C2)cc1 (stereo unspecified),-22.2%&6.0%,-17.3%&9.1%,2.1%&14.1%,i,i,-10.4%&-0.2%,-2.8%,-0.5%,-7.1%&-2.1%
CC1(C(=O)NS(=O)(=O)c2ccc(Cl)cc2)CCN1C(=O)Cc1cccs1 (stereo unspecified),?,-9.3%,7.1%,i,i,-20.3%,0.8%,nt,-13.3%
Cc1ccc(C)c(NC(NC(=O)c2ccccn2)C(Cl)(Cl)Cl)c1 (stereo unspecified),?,1.0%,-6.8%,-8.8%,i,-19.1%,-4.2%,2.9%,-4.3%
CC(=O)Nc1ccc(S(=O)(=O)NC2(C(F)(F)F)C(=O)Nc3c2c(=O)[nH]c(=O)n3Cc2ccccc2)cc1 (stereo unspecified),3.8%,-10.6%,-4.4%,i,i,0.0%,2.3%,1.7%,nt
CN(CC(=O)NCc1ccccc1)S(=O)(=O)c1cnc[nH]1,-3.6%,-2.7%,-23.5%,-17.3%[57.5 µM],i,7.6%,-3.7%,3.5%,-13.4%
O=C(Cc1ccc(Br)cc1)OCC(=O)c1ccc2c(c1)OCCO2,-8.3%,0.0%,?,-6.3%,i,-10.5%,10.3%,-5.1%,12.3%
CN(C)CCCNC(=O)C(=O)NCC1CCCO1 (stereo unspecified),6.9%[0.307 µM],-4.4%,-4.5%,i,i,0.5%[0.307 µM],3.9%,-2.6%,-9.9%
Cc1cc(CNC(=O)c2cccc3c2C(=O)c2ccc(-c4ccc(F)cc4OCc4ccccc4)cc2S3(=O)=O)c(C(F)(F)F)o1,-29.2%,-13.5%,-4.9%,12.5%,i,?,3.0%,-4.3%,?
O=C(O)c1ccc(CSc2nnc(-c3ccccc3Cl)n2-c2ccccc2)cc1,10.4%[7.66 µM],-10.0%,-5.0%[9.22 µM],i,i,7.7%[7.66 µM],6.2%,0.5%,5.2%
O=C(NCc1ccccc1Cl)c1ccc2nc(Cc3ccccc3)oc2c1,?,30.0%,?,-10.0%,nt,-4.3%,nt,nt,33.7%
O=C(OCc1c(-c2ccccc2)ncc2ccccc12)c1cccc(Br)c1,-12.7%,-10.4%,28.2%,-34.5%,i,-11.6%,11.2%,-1.6%,4.0%
CN(CC(=O)Nc1ncn[nH]1)S(=O)(=O)c1cc(Cl)ccc1Cl,0.8%,-8.4%,-24.6%,i,i,4.1%,3.1%,-1.7%,-4.2%
O=C(c1cccc([N+](=O)[O-])c1)N1CC2C3C=CC(C3)C2C1 (stereo unspecified),2.6%,-3.5%,2.5%,i,i,16.1%,2.1%,0.7%,10.3%

# Looked up above:
# O=C(OCc1c(-c2ccccc2)ncc2ccccc12)c1cccc(Br)c1 | HEK293 tox = -11.6%
# O=C(Cc1ccc(Br)cc1)OCC(=O)c1ccc2c(c1)OCCO2 | aSyn yeast inh = 10.3%

# Continued.
SMILES,GLP-1R inv ag,Abeta rescue,TDP-43 yeast inh,PTHR1 agonist,Akt phos inh,HEK293 tox,aSyn yeast inh,MmCpn inh,FUS yeast rescue
CCCSc1nnc2c(n1)OC(c1cccn1C)N(C(C)=O)c1ccccc1-2 (stereo unspecified),0.9%,-22.1%,-21.0%,?,i,-6.2%,-12.8%,-0.9%,20.7%
CCN(CC)S(=O)(=O)c1ccc(N2CCOCC2)c(NC(=O)c2ccc(F)cc2)c1,21.4%,0.7%,?,-2.4%,i,4.7%,2.1%,-3.3%,-5.0%
Cc1ccc(C(=O)NCCc2ccncc2)cc1,-15.7%,-1.8%,-5.4%,-4.3%,i,-9.8%,-14.0%,-1.5%,-1.2%
CN(C)S(=O)(=O)c1cccc(COC(=O)Cc2c(F)cccc2Cl)c1,?,-1.4%,?,-19.0%,i,-1.3%,11.5%,-0.2%,11.0%
CCOc1ccc(NC(=S)N(C)C)cc1,19.9%,-6.5%,0.8%,i,i,-2.6%,0.7%,0.3%,-37.1%
CCC(=O)N1CCc2cc(S(=O)(=O)CCC(=O)NC(C)CC)ccc21 (stereo unspecified),11.2%,-9.1%,13.4%,-12.4%,i,5.1%,1.8%,1.1%,9.4%
CCOC(=O)CCC(=O)Nc1ccc(S(=O)(=O)N2CCCCC2)cc1,-6.1%,-6.7%,-20.5%[9.22 µM],-18.4%,i,4.0%,2.2%,0.4%,2.4%
CCOC(=O)C1CCN(C(=O)C2CCCN(S(=O)(=O)c3ccc(OC)c(Cl)c3)C2)CC1 (stereo unspecified),-0.8%,-52.6%[inhibitor],-19.8%,-46.4%[inhibitor],i,-6.7%,11.5%,-2.1%,nt
O=C(C1=C[C@H](c2ccc(Br)cc2)C[C@H](OCCCCO)O1)N1CCOCC1,1.7%,-8.2%,-8.2%,-4.1%,i,-3.9%,-1.6%,nt,12.5%
CN(C)CCCNCC(=O)Nc1ccccc1N1CCOCC1,-16.2%,7.1%,4.2%,i,i,-13.6%,2.9%,-0.4%,-25.9%
O=C(CN1C(=O)NC2(CCCC2)C1=O)N1CCN(S(=O)(=O)c2ccccc2[N+](=O)[O-])CC1,11.6%,8.9%,11.3%,i,i,1.4%,-0.4%,0.5%,-7.6%
CCOc1ccc(C(=O)N2CCc3ccccc32)cc1OCC,-13.0%,5.0%,27.7%,-13.1%,i,10.9%,0.8%,-1.6%,24.5%
O=C1C(=O)N(CCN2CCCCC2)c2ccccc21,12.0%,-7.3%,5.1%,-9.4%[57.5 µM],i,-8.2%,-3.9%,-0.8%,-2.7%
Cc1onc(-c2ccccc2Cl)c1C(=O)NCCCN1CCOCC1,-7.5%,3.8%,-10.1%,-4.8%[57.5 µM],i,2.5%,-0.8%,1.2%,30.1%
COc1ccc(-c2nnc(-c3cc4c(ccc5ccccc54)oc3=O)o2)cc1,8.8%,-2.6%,-2.3%,i,i,2.5%,0.7%,-1.0%[15.4 µM],-1.3%
CCc1cc(CNC(=O)c2ccc(OC3CCN(C(C)=O)CC3)c(OC)c2)on1,9.1%,-5.1%,16.6%,-17.8%,nt,-6.8%,3.0%,-0.2%,-13.7%
CCCn1c(N)c(C(=O)CSc2nnc(-c3ccoc3C)n2C)c(=O)n(C)c1=O,-3.9%,10.4%,10.3%,7.6%,i,-10.7%,-8.4%,0.2%,-19.7%
Cc1ccc(OCc2nc(-c3ccc(C(=O)N4CCN(c5cccc(C(F)(F)F)c5)CC4)cc3)oc2C)cc1,-12.2%,4.2%,20.3%,-1.1%,nt,0.2%,nt,nt,30.9%
Cc1ccc(C)c(NC(=O)C(Sc2nnc(-c3cccs3)o2)c2ccccc2)c1 (stereo unspecified),0.7%,22.7%,13.7%,i,i,-20.3%,17.0%,3.0%,?
COc1ccccc1NS(=O)(=O)c1ccc(C(=O)OCC(=O)NCc2ccco2)cc1,-6.9%,0.4%,7.4%,-28.9%[57.5 µM],i,1.0%,1.5%,-8.0%,43.9%
Cc1cccc(N2CCN(CCCNC(=O)c3ccc(NC(=O)C4=CSCCO4)cc3)CC2C)c1 (stereo unspecified),?,-4.1%,-23.9%,-86.8%[inhibitor],i,0.0%,-5.5%,1.2%,25.4%
CCCCOc1ccc(C2=NC(c3cccs3)=Nc3ccc(CC)cc3N2)cc1,?,3.4%,-27.2%,i,nt,1.4%,nt,nt,36.6%
